Screens (PubChem)
NPYLR7 ag = agonists of mosquito NPYLR7 receptor, primary screen, cell-based, Aedes aegypti, calcium fluorescence, mosquito biting behavior | AID 1259423, 2018 | HEK293T NPYLR7/Galpha15, GCaMP6s calcium fluorescence | activation, % at 10 µM | 270,000 tested, 0.15% active; in the data active means activation above about 40%;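 further: 0% = vehicle and 100% = reference agonist at the receptor; some compounds past the cut are filed as inactive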
hcGAS inh = Primary biochemical luminescence assay for human cyclic GMP-AMP synthase inhibitors; Q8N884; recombinant h-cGAS, ATP depletion, Kinase-Glo luminescence; inhibition, % at 12.5 µM; 290,000 tested, 0.081% active;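 further: 0% = vehicle reaction and 100% = reaction without DNA for no activity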
Target sequence (Q8N884 whole entry, looked up): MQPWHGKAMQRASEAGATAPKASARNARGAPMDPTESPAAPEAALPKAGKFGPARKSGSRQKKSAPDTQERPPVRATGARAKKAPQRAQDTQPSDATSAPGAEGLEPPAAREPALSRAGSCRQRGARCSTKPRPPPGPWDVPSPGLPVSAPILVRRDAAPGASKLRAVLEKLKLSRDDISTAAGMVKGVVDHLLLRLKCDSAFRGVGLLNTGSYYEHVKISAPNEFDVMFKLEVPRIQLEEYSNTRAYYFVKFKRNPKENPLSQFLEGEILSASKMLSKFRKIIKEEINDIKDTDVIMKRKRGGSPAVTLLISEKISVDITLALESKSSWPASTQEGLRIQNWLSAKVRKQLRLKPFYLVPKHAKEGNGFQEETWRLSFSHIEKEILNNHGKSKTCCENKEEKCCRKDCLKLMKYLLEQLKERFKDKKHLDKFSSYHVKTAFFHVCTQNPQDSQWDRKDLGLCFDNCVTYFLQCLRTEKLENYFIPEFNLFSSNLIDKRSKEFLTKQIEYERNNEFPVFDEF
mcGAS lum = cyclic GMP-AMP synthase inhibitors, mouse, primary biochemical chemiluminescence; Q8C6L5; recombinant cGAS, Kinase-Glo ATP depletion luminescence; inhibition, % at 12.5 µM; 160,000 tested, 0.15% active; AID 1259399, 2018;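 further: 0% = negative control wells and 100% = reference inhibitor with no enzyme activity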
Numbers without * were called inactive; x = no result given; & = joins results of further samples. Unless noted, no stated cut-off is given here; in the data, active means inhibition above about 40%; inactive means the rest.

Structure | mcGAS lum | NPYLR7 ag | hcGAS inh
Nc1cc(-c2ccc(-c3ccn[nH]3)cc2)ccn1 | x | 12 | -1
NC(=O)N1CCN(C(=O)c2ccco2)CC1 | -1 | 8 | 3
COCCCN(CC(=O)N(Cc1ccccc1)Cc1cccn1Cc1ccc(F)cc1)C(=O)N(C)C | -5 | x | -10
COC(=O)N1CCC(=NNC(=O)NCC2CC2)CC1 | x | -1 | -2
O=c1ccc(-c2ccncc2)nn1CCNS(=O)(=O)c1ccc(F)cc1F | x | 11 | -6
Cc1cc(C)n(CC(=O)N=Nc2c(O)[nH]c3c(C)cccc23)n1 | x | 5 | -5
Cc1ccc(COc2cccc3ccc(N4CCC(C(N)=O)CC4)nc23)cc1 | -10 | 3 | -6
Cc1c(-c2ccc(Cl)cc2)[n+](=O)c2c(n1[O-])CCC2 | 2 | -3 | 5
CC1C(c2ccccc2)=[N+]([O-])C(C)(c2ccc(F)cc2)N1O (stereo unspecified) | x | 10 | -6
CCc1ccccc1N=C1SCC(=O)C1C(=O)OC (stereo unspecified) | x | -5 | -4
COc1ccc(-c2nc3ccc(C)cn3c2NC(=O)CCC2CCCC2)cc1OC | -8 | -4 | -7
Cc1c(C)n2c3c(=O)n(C)c(=O)n(C)c3nc2n1Cc1ccccc1F | x | 4 | -3

Part of the list above in order of count of non-hydrogen atoms, falling:
Structure | mcGAS lum | NPYLR7 ag | hcGAS inh
COc1ccc(-c2nc3ccc(C)cn3c2NC(=O)CCC2CCCC2)cc1OC | -8 | -4 | -7
O=c1ccc(-c2ccncc2)nn1CCNS(=O)(=O)c1ccc(F)cc1F | x | 11 | -6
CC1C(c2ccccc2)=[N+]([O-])C(C)(c2ccc(F)cc2)N1O (stereo unspecified) | x | 10 | -6
CCc1ccccc1N=C1SCC(=O)C1C(=O)OC (stereo unspecified) | x | -5 | -4
NC(=O)N1CCN(C(=O)c2ccco2)CC1 | -1 | 8 | 3

Returning to the listing with the three entries that preceded the break.
Structure | mcGAS lum | NPYLR7 ag | hcGAS inh
CCc1ccccc1N=C1SCC(=O)C1C(=O)OC (stereo unspecified) | x | -5 | -4
COc1ccc(-c2nc3ccc(C)cn3c2NC(=O)CCC2CCCC2)cc1OC | -8 | -4 | -7
Cc1c(C)n2c3c(=O)n(C)c(=O)n(C)c3nc2n1Cc1ccccc1F | x | 4 | -3
Cc1cc2c(c(=O)o1)C(c1c(F)cccc1Cl)C(C#N)C(=N)O2 (stereo unspecified) | 2 | -1 | 3
CCc1ccc(CC)c(NC(=O)NCc2ccc(S(C)=O)cc2)c1 (stereo unspecified) | x | 0 | 2
COc1cc(OC)cc(-c2onc(C)c2C(=O)NCCCSC)c1 | -10 | 18 | -8
CN(C)c1ccc(C=Nc2ccc(F)cc2)cc1 | -7 | 6 | -7
Cc1oc(-c2ccccc2NS(C)(=O)=O)nc1CN(C)Cc1cccs1 | x | 21 | -6
COCC(=O)Nc1cc(-c2ccccc2)nn1-c1ccc(C#N)cc1 | -3 | 14 | -6
Cc1nonc1OCCNC(=O)CCN1CCCCCCC1 | x | 6 | -3
COc1ccc(N2C(=O)CSC2c2cccc(NC(=O)c3ccc(C(F)(F)F)cc3)c2)cc1 (stereo unspecified) | -6 | 12 | -6
Cn1c(NCc2ccccc2COc2ccccc2)c(C#N)c(=O)n(C)c1=O | x | 3 | -4
Cc1c(C)n2c3c(=O)n(Cc4ccccc4F)c(=O)n(C)c3nc2n1CCCO | x | -1 | -8
CC(C)CC(NC(=O)N(C)Cc1ncnn1C)c1ccc(Cl)cc1 (stereo unspecified) | x | 0 | -6
O=C(NC(C(=O)N1CCCC1)C1CCN(C(=O)C2CCCC2)CC1)C1CC1 (stereo unspecified) | -5 | 16 | -4

Further structures
Structure | mcGAS lum | NPYLR7 ag | hcGAS inh
CCN(CC)C(=O)c1cc(-c2ccccc2)nc2c(C)cccc12 | -6 | 4 | -2
Cn1ncc2c(NCCO)nc(N3CCN(CCO)CC3)nc21 | -9 | 2 | -7
CCCCc1nc2cc(C(=O)NCCc3cnccn3)ccc2o1 | x | 22 | -7
CC1(C(=O)Nc2cccc(C#N)c2)CCN1C(=O)CCc1ccccc1 (stereo unspecified) | -4 | 9 | -10
Cc1cccc2nc(C(=O)N3CCNCC3C(=O)NC3CC3)cn12 (stereo unspecified) | -11 | 1 | -4
COc1cccc(NC(=O)N2CCC3(CC2)NC(=O)c2ccc(Cl)cc2N3)c1 | -5 | 0 | -8
CCOC(=O)CC1=Nc2cc(C)c(C)cc2N(CC(=O)Nc2cccc(C)c2Cl)C(=O)C1 | x | -10 | 1
COc1ccc(C=CC(=O)Nc2nnc(C)s2)cc1 | x | 4 | -12
CCS(=O)(=O)CC(C)N(C)C(=O)NCC1CC2CCC1C2 (stereo unspecified) | -15 | -2 | -6
O=C(Nc1cccc(Cl)c1)C(C1CCCC1)N1CCN(C(=O)CCc2ccccc2)CC1 (stereo unspecified) | -6 | -1 | -6
Cc1cnc(=O)[nH]c1SCC(=O)N1CCCC1 | -8 | 5 | -4
O=S(=O)(c1cc(Cl)cc(Cl)c1O)N1CCCC(C(F)(F)F)C1 (stereo unspecified) | x | 5 | 0

Carrying on.
Structure | mcGAS lum | NPYLR7 ag | hcGAS inh
Cc1cccc(-c2cc(N)n(-c3ccc(C(=O)NC4CCCCC4)cc3)n2)c1 | -6 | -7 | -3
CC(C)CC(NC(=O)c1ccccc1)C(=O)N1CCC(n2c(=O)[nH]c3ccccc32)CC1 (stereo unspecified) | x | -8 | -7
COc1cccc(Nc2nc(C(N)COCc3ccccc3)cs2)n1 (stereo unspecified) | -5 | -2 | -1
CCn1nc(C)c(CNC(=O)Cc2ccc3nc(C)[nH]c3c2)c1C | -9 | 1 | -5
CN(C(=O)c1cnn2c1CCCC2)[C@@H]1CCN(Cc2ccccc2)C1 | x | 6 | -6
CCC(C)NC(=O)C(CC(C)C)NC(=O)C1CCCCC1 (stereo unspecified) | -6 | x | -5
O=C1NC2(CCN(C(=O)C3CCCC3)CC2)Nc2cccc(Cl)c21 | -1 | 6 | -1
CCN(CC)CCN(C(=O)C1=COCCO1)c1nc2c(F)cc(F)cc2s1 | -5 | -3 | -2
CN1CCN(n2c3c(c(SCC(=O)N4CCN(c5ccccc5)CC4)nc2=O)CCCC3)CC1 | -7 | 0 | -4
COc1ccc(C(=O)N2CCN(c3nc(C)nc(C)c3Cc3ccc([N+](=O)[O-])cc3)CC2)cc1 | -6 | x | -8
CC(C)(C)NC(=O)N(CCN1CCOCC1)CC(=O)N1CCc2sccc2C1COc1ccc(F)cc1 (stereo unspecified) | -6 | -4 | -4
CCc1c(C(=O)NC(C)C)c(CC(C)C)nn1-c1ccccc1C | 2 | -5 | 6

Other compounds:
Structure | mcGAS lum | NPYLR7 ag | hcGAS inh
COc1ccc(C(=O)C2CCCN(Cc3cn[nH]c3-c3ccc(F)cc3)C2)cc1OC (stereo unspecified) | -13 | 0 | 1
COc1nc(Oc2ccc(=O)[nH]n2)nc(N(C)C)n1 | -3 | 11 | -3
Cc1sc2nc(CSCC(=O)c3cc(C)n(C)c3C)[nH]c(=O)c2c1C | x | 5 | 4
CCOC(=O)Cc1c(C)nc2ncnn2c1N1CCC(N2CCOCC2)CC1 | -7 | x | -7
CC(=O)Oc1ccc(C2C(C(=O)OCCc3ccccc3)=C(C)NC3=C2C(=O)CCC3)cc1 (stereo unspecified) | 1 | 0 | 1
Cc1cccnc1-n1nc(-c2ccccc2)nc1Cn1cc(C)c(=O)[nH]c1=O | x | -3 | 4
CC(C)c1cc(C(=O)N(C)Cc2nccn2C(F)F)c(O)c(C(C)C)c1 | x | 0 | -3
COCCNC(=O)c1ccc(OC2CCN(Cc3ccc(C)s3)CC2)c(Cl)c1 | x | 6 | -3
NC(=O)C(CNC(=O)Nc1ccccn1)Cc1ccc(F)cc1 (stereo unspecified) | x | 5 | -3
CC(C)C(=O)Nc1nnc(-c2ccco2)s1 | 1 | 0 | 1
CCn1cc(C(=O)N2CC(COC)C3(CCNCC3)C2)cn1 (stereo unspecified) | -3 | x | -6
Cc1nc(-c2ccccn2)nc(NC2CCN(CC(F)F)CC2)c1C | x | 17 | -3

Going on with the list.
Structure | mcGAS lum | NPYLR7 ag | hcGAS inh
CC(C)(CCl)C(=O)N(CC(=O)N(CCc1c[nH]c2ccccc12)Cc1ccc(C(F)(F)F)cc1)C1CC1 | -6 | x | -9
CCC(NCc1cc(=O)n2nc(C)sc2n1)C12CC3CC(CC(C3)C1)C2 (stereo unspecified) | x | -2 | 10
Cc1ccc(C2(O)CCN(C(=O)C[C@@H]3C[C@@H]4C=C[C@H]3C4)CC2)nc1 | x | -1 | -5
COc1ccccc1-c1nccc2[nH]nc(-c3cccc(C(F)(F)F)c3)c12 | -5 | 7 | -1
CCN1CCN(C(=O)c2ccc(CSc3nnc(-c4cccs4)n3CC)cc2)CC1 | -5 | 6 | 5
Fc1ccc2nc(C3CCN(Cc4nc(CC5CC5)no4)CC3)[nH]c2c1 | -10 | 16 | -6
Cc1nn(C)c(C)c1C(C(=O)O)N1CCN(C2CCCCC2)CC1 (stereo unspecified) | -8 | x | -12
COCCNC(=O)CCN(Cc1ccccc1)c1nc(C2CC2)nc2cc(Cl)ccc12 | 13 | 11 | -3
Cc1cc(=O)[nH]c(SC/C=C/CSc2nc(C)cc(=O)[nH]2)n1 | -3 | 1 | 1
O=C(CSc1nc(Cl)cc(N2CCN(c3ccccc3F)CC2)n1)NCCCN1CCOCC1 | -6 | x | -8
C=CCn1cc(I)c(=O)n(CC=C)c1=O | -2 | 8 | 1
C=CCn1c2c(c(=O)[nH]c1=O)C(c1ccc(F)cc1)C1C(=O)OCC1=N2 (stereo unspecified) | x | 2 | -4

The list goes on:
Structure | mcGAS lum | NPYLR7 ag | hcGAS inh
COCC(=O)Nc1ccc(-c2ccc(-c3ccn[nH]3)cc2)cc1 | -19 | 3 | -5
COCc1nc(C)nc(N2CCN(C(=O)c3ccco3)CC2)c1Cc1cccc(Cl)c1 | -6 | 4 | -9
c1cnc(Oc2ccc(CNC3CCCN(c4nc5ccccc5s4)C3)cc2)nc1 (stereo unspecified) | x | 18 | -8
O=C(CNc1cccc2c1CCCC2)Nc1cccc(S(=O)(=O)N2CCOCC2)c1 | x | 7&1 | -6&10
C[C@H](NC(=O)CN1Cc2ccc(Nc3cccc(F)c3)nc2C1=O)c1ccccc1 | x | 3 | -11
CC1CCCCN1C(=O)c1cc2c(=O)n3ccccc3nc2n1C (stereo unspecified) | x | 0 | -8
CCc1ccc(N2CCN(C(=O)C3CCCC3)C(C)C2=O)cc1 (stereo unspecified) | -1 | -12 | -2
C=CCc1cccc2cc(C(=O)Nc3ccc(Cl)c(Cl)c3)c(=O)oc12 | -1 | -1 | -2
CC1CCCCN1Cc1nnc(C(=O)Nc2ccc(Cl)cc2)s1 (stereo unspecified) | x | 2 | -4
COc1cc(C)ccc1S(=O)(=O)NC(=O)C1(C)CCN1C(=O)Cc1ccc(Cl)cc1Cl (stereo unspecified) | x | 4 | 4
CC(c1cccc(-c2nccc(N3CCC(O)CC3)n2)c1)N1CCCC1 (stereo unspecified) | x | 4 | -6
COc1c(C)cc(-c2cncc(C(N)=O)c2)cc1C | -19 | 0 | -4

2 successive entries already listed:
Structure | mcGAS lum | NPYLR7 ag | hcGAS inh
CC(c1cccc(-c2nccc(N3CCC(O)CC3)n2)c1)N1CCCC1 (stereo unspecified) | x | 4 | -6
COc1c(C)cc(-c2cncc(C(N)=O)c2)cc1C | -19 | 0 | -4

2 of the compounds above, with values under each structure.
Each structure is followed by: mcGAS lum | NPYLR7 ag | hcGAS inh
- COCc1nc(C)nc(N2CCN(C(=O)c3ccco3)CC2)c1Cc1cccc(Cl)c1
  -6 | 4 | -9
- c1cnc(Oc2ccc(CNC3CCCN(c4nc5ccccc5s4)C3)cc2)nc1 (stereo unspecified)
  x | 18 | -8
